CHO parental Ca = counter-screen for OX1R antagonists: effect in parental CHO cells. inhibition, % at 5.6 µM. parental CHO-K1, ATP-induced calcium, Fluo-8 fluorescence. hit rate 0.63% among 330,000;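 active means inhibition above that plate's mean sample inhibition plus 3 SD, cut at about 26% in these data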;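 further: 0% = ATP-challenged DMSO wells and 100% = DMSO wells without ATP; some compounds past the cut are filed as inactive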
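Material – parental CHO cells · Reagent – ATP stimulus · Compound – single nominal dose of 5.6 µM per compound · Detection – Fluo-8 fluorescence · Read-out basis – percent inhibition of calcium signal · Controls – ATP-challenged DMSO wells low, unchallenged DMSO wells high · Repeats – no replicates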
OXTR potentiate = potentiators of human oxytocin receptor. P30559. CHO-OTR cells, Fluo-8 calcium fluorescence, potentiator mode; 0% = oxytocin EC15, 100% = EC100. activation, % at 3 µM. hit rate 0.061% among 320,000. AID 2445;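 active means activation above that plate's cutoff, the mean activation of tested compounds plus 3 SD, cut at about 6.6% in these data, passing the limit was not always enough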;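 further: 100% uses oxytocin at 75 nM as the full agonist control; some results filed as inactive read as strong as hits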
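Replication – single well per compound, singlicate · Assay system – CHO cell line stably expressing human OTR · Timing – 6 min pre-incubation, 100 s read · Measure – normalized max/min fluorescence ratio, % activation · Doses – 3.0 µM, one dose · Detection – Fluo-8 calcium dye fluorescence · Probe or stimulus – oxytocin near EC15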
M1 ag parental = M1 agonist counterscreen hit in parental CHO-K1 cells | Fluo-8 calcium fluorescence; scaled to maximal ATP response, vehicle zero | hit rate 0.48% among 360,000 | AID 602248 | activation, % at 3 µM; in the data active means activation above about 15%;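 further: untransfected CHO-K1 host cells lacking M1 receptor as counterscreen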
CHO-K1 Ca antag = M1 antagonist counterscreen hit in parental CHO-K1 cells | ATP-induced calcium, Fluo-8 fluorescence | inhibition, % at 3 µM | hit rate 0.6% among 360,000 | AID 602250;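 active means inhibition above a per-plate cutoff, the plate's mean sample inhibition plus 3 SD, cut at about 24% in these data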;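 further: 0% = DMSO plus EC80 ATP and 100% = DMSO alone without ATP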
CHRM4 antagonist = CHRM4 antagonism in calcium assay. P08173. CHO-hM4 cells, ACh EC80, Fluo-8 calcium fluorescence. inhibition, % at 3 µM. hit rate 0.73% among 360,000. AID 624125;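 active means inhibition above its plate's cutoff, the mean inhibition of sample wells plus 3 SD, cut at about 27% in these data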;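 further: 0% = acetylcholine EC80 with DMSO and 100% = DMSO without agonist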
Target sequence (P08173 whole entry, looked up): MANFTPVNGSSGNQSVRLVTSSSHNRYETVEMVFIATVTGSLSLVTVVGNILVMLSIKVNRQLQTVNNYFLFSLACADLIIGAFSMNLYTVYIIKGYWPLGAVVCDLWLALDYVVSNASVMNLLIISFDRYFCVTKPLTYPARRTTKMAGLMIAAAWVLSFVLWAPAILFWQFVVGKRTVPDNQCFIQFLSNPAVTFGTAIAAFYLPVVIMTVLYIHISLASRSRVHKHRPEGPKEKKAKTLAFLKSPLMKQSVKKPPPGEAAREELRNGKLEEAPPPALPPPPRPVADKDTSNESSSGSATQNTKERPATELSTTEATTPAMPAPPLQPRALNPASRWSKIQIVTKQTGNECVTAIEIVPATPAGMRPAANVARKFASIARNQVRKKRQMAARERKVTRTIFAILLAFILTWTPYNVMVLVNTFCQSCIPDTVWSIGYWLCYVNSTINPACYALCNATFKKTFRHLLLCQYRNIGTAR
M1 ag = activates human CHRM1 receptor; P11229; CHO-K1 hM1, Fluo-8 calcium fluorescence, agonist mode; 0% DMSO, 100% acetylcholine EC100; activation, % at 3 µM; hit rate 0.33% among 360,000; AID 588814;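 active means activation above the run's mean compound activation plus 3 SD, cut at about 16% in these data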;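 further: peak over basal fluorescence ratio within a 140 s kinetic read after compound addition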
Target sequence (P11229 whole entry, looked up): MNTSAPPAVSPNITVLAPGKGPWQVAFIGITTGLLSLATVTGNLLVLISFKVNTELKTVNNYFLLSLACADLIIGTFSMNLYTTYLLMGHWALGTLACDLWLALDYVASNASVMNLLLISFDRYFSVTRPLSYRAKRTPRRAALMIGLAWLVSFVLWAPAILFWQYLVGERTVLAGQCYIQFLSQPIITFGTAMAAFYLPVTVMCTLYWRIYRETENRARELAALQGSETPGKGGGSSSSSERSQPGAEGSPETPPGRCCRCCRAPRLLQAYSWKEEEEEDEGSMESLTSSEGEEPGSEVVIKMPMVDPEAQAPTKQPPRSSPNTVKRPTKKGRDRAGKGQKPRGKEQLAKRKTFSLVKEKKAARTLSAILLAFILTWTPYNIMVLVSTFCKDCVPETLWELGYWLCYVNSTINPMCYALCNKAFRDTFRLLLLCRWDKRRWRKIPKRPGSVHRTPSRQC
M1 antag = blocks human M1 muscarinic receptor; P11229; CHO-K1 hM1, Fluo-8 calcium fluorescence, ACh EC80 antagonist; inhibition, % at 3 µM; hit rate 1.3% among 360,000; AID 588852;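 active means percent inhibition above its own plate's cutoff, namely the mean of that plate's compound wells plus 3 SD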;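 further: peak over basal fluorescence ratio during 140 s after agonist addition; 0% = ACh EC80 plus DMSO and 100% = DMSO alone without agonist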
CHRM4 agonist = CHRM4 agonism in calcium assay; CHO-K1 hM4/Gqi5, Fluo-8 calcium fluorescence; vehicle 0%, full acetylcholine response 100%; activation, % at 3 µM; hit rate 0.14% among 360,000; AID 624127;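 active means activation above the run mean over all test wells plus 3 SD, cut at about 32% in these data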;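 further: peak over basal fluorescence ratio per well then scaled between controls; 0% = DMSO wells and 100% = acetylcholine at EC100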
M1 PAM = positive allosteric modulators of human M1 muscarinic receptor. P11229. CHO-K1 hM1, Fluo-8 calcium fluorescence, ACh EC20; 0% = ACh EC20, 100% = maximal ACh. activation, % at 3 µM. hit rate 0.088% among 360,000. AID 588819; in the data active means activation above about 19%, passing the limit was not always enough
An asterisk follows results filed as active; nt = not tested or not shown.

item	mol	CHO parental Ca	OXTR potentiate	M1 ag parental	CHO-K1 Ca antag	CHRM4 antagonist
1	Cc1c(C(=O)NC2CCN(Cc3ccccc3)C2)oc2c(Cl)cccc12 (stereo not given)	-36	-16	0.3	-11	-21
2	COc1ccccc1CNC(=O)CSc1nc(N)c(C#N)c(-c2cccs2)c1C#N	-15	-8	3.1	-3	-3
3	C/C(=N\NC(=O)COc1ccc([N+](=O)[O-])cc1)C(C)(C)C	0	5	-0.2	-13	0
4	OC[C@@H]1CN(Cc2ccc(Cl)cc2)C[C@H](n2cnc3c(NCc4ccncc4)ncnc32)O1	nt	nt	1.2	-2	-14
5	CC(=O)n1nc(-c2ccccc2)nc1NCc1ccc(N(C)C)cc1	-23	3	0.4	0	2
6	CCCCC(O)(CCCC)C(=O)N/N=C(\C)c1ccc(Cl)cc1	-23	4	-0.7	-1	-12
7	Cc1cccc(NC(=O)COC(=O)c2ccc([N+](=O)[O-])o2)c1C	-1	0	0.8	4	-1
8	N#C/C(=C\c1cn(Cc2ccc(F)cc2)c2ccccc12)C(=O)NCc1ccco1	1	-3	-0.3	-6	6
9	O=C(c1cnccn1)N(Cc1ccco1)C1(C(=O)NC2CCCC2)CCCCC1	-10	-7	-0.2	-12	0
10	CCCCC(CC)CNC(=O)C(=O)C1C(=O)Nc2ccccc21 (stereo not given)	-19	-1	-0.7	-20	-9

item	M1 ag	M1 antag	CHRM4 agonist	M1 PAM
1	-9	-18	3	5
2	-4	-12	10	-1
3	-6	-9	0	3
4	-4	-2	3	0
5	-5	-1	0	2
6	-5	-3	0	1
7	-5	14	2	0
8	-8	-6	0	2
9	-2	2	0	-1
10	3	-9	-1	8

Following part
item	mol	CHO parental Ca	OXTR potentiate	M1 ag parental	CHO-K1 Ca antag	CHRM4 antagonist
11	Fc1ccc(-c2csc3ncnc(N4CCN(c5ccccc5)CC4)c23)cc1	-18	-13	-0.1	-12	-16
12	O=C(N/N=C/c1c(O)n(-c2ccccc2Cl)c(=O)c2ccccc12)C1COc2ccccc2O1 (stereo not given)	-10	-2	1.4	-11	-1
13	COc1ccc(N2CCN(C(=O)Cc3ccc(-n4c(=O)[nH]c5ccccc5c4=O)cc3)CC2)cc1	-21	-3	2.7	-2	-4
14	CCOc1c(CNc2nnnn2C)cccc1OC	-2	-5	3.3	-1	0
15	CN(C)c1ccc(C(CNS(=O)(=O)c2ccc3ccccc3c2)N2CCOCC2)cc1 (stereo not given)	-14	-1	0.0	17	6
16	CC1C(=O)N(Cc2cn(CC3CCCCC3)nn2)CCS(=O)(=O)N1Cc1ccc(-c2ccccc2)cc1 (stereo not given)	nt	nt	0.1	-15	1
17	CN1CCC(OC(=O)c2cccc(Br)c2)CC1	-10	-6	1.1	-7	2
18	Cc1cccnc1CN1CCN(C(=O)c2cc(COc3ccc4ncccc4c3)on2)CC1	60*	-27	15	18	13
19	CCOc1ccc(NC(=O)CSc2nnc(Cc3ccccc3)c(=O)n2N)cc1	-16	3	-0.9	0	-8
20	COc1ccc(Cl)cc1S(=O)(=O)n1ccnc1	-5	-2	1.2	-13	2

item	M1 ag	M1 antag	CHRM4 agonist	M1 PAM
11	0	-1	2	6
12	-5	1	2	1
13	-1	-2	8	3
14	-4	8	13	-2
15	-4	2	1	0
16	-6	-15	3	10
17	-4	-11	1	1
18	-3	18	18	-4
19	-4	-8	2	5
20	-4	-16	0	8

Further structures:
item	mol	CHO parental Ca	OXTR potentiate	M1 ag parental	CHO-K1 Ca antag	CHRM4 antagonist
21	O=C(NCCCn1ccnc1)/C(=C/c1ccccc1)NC(=O)c1ccccc1	12	-16	0.0	-12	-13
22	CCc1ccc(S(=O)(=O)Nc2nccs2)cc1	-1	4	0.9	-13	2
23	CCn1nnc(NC(=O)COc2ccc([N+](=O)[O-])cc2)n1	9	-1	0.4	-3	-3
24	CCN(CC)S(=O)(=O)c1cccc(NC(=O)c2ccc(-n3nc(C)cc3C)cc2)c1	-2	-6	7.4	0	-9
25	Cc1nc(S/C(=C/c2ccc(-c3ccc(C(=O)O)cc3)o2)C(=O)O)n[nH]1	-7	3	0.6	-1	3
26	COc1ccc(Cn2c(-c3ccc(C)cc3)nc3c(c(=O)c4ccccc4n3C)c2=O)cc1	-9	-13	0.9	-12	-7
27	Cc1ccc(S(=O)(=O)CCC(=O)Nc2nc(-c3ccncc3)cs2)cc1	-10	-1	4.6	2	0
28	Cc1cccc(NC(=S)NCC(c2cccnc2)N(C)C)c1 (stereo not given)	-13	-6	0.3	2	5
29	O=C(Cc1c[nH]c2ccccc12)N[C@@H](Cc1c[nH]c2ccccc12)C(=O)O	-3	-12	2.8	-2	0
30	CCOC(=O)c1ccc(-n2c(CCC(=O)O)ccc2-c2cccs2)cc1	-18	-11	0.2	-13	-11

item	M1 ag	M1 antag	CHRM4 agonist	M1 PAM
21	-6	0	1	6
22	1	-19	1	7
23	-3	-8	1	5
24	-3	9	11	-12
25	-2	-12	0	7
26	-6	-11	0	6
27	0	3	9	-5
28	-5	2	1	2
29	-5	1	0	1
30	-12	4	2	-20

The list continues:
item	mol	CHO parental Ca	OXTR potentiate	M1 ag parental	CHO-K1 Ca antag	CHRM4 antagonist
31	CCOc1ccnc2c1c(=O)n(Cc1cc(OC)cc(OC)c1)c(=O)n2C	-21	-8	1.6	-7	-2
32	COc1nc(-c2ccccc2)ccc1-c1noc(-c2cccnc2)n1	-18	-6	0.7	-14	-6
33	Cc1c(Cl)c(C(F)(F)F)nn1CC(=O)NCc1ccccc1	-9	0	0.8	-5	-11
34	COc1ccc2oc(=O)c(C(=O)NCc3ccc4c(c3)OCO4)cc2c1	1	-10	1.5	-5	-2
35	Cn1c(NCc2ccco2)nc2c1c(=O)n(Cc1ccc(Cl)cc1)c(=O)n2C	-15	-6	0.0	14	-3
36	O=C(COC(=O)/C=C/c1ccccc1)NCc1ccccc1Cl	14	3	0.3	-3	-8
37	CC(=O)Nc1cccc(-c2ccnc3c2CC(C)(C(=O)NCc2ccccc2)O3)c1 (stereo not given)	nt	nt	2.2	-19	-12
38	Cc1nc2ccc(N)nc2nc1C	nt	nt	0.5	-7	-5
39	Cc1ccc(S(=O)(=O)c2ccc(Cl)cc2)cc1S(=O)(=O)NC(C(=O)O)C(C)C (stereo not given)	-2	1	-0.1	-1	-1
40	O=C(COC(=O)Cc1ccc(Cl)cc1Cl)NCc1ccccc1	nt	nt	0.2	-4	-10

item	M1 ag	M1 antag	CHRM4 agonist	M1 PAM
31	-2	-4	4	7
32	-5	-5	1	6
33	-5	-11	-2	10
34	-1	-29	2	8
35	-2	-4	1	5
36	-9	-10	1	14
37	-1	-11	4	1
38	-2	-19	0	10
39	-6	-3	1	3
40	-2	-12	0	7

The results go on.
item	mol	CHO parental Ca	OXTR potentiate	M1 ag parental	CHO-K1 Ca antag	CHRM4 antagonist
41	CCOC(=O)c1c(C)[nH]c(C(=O)CN2C(=O)NC3(CCCC3)C2=O)c1C	-23	6.3*	4.7	-7	-2
42	COc1ccc(N=C2NN=C(c3c(C)[nH]c4ccccc34)CS2)cc1	4	-3	0.3	-4	-14
43	CCOC(=O)c1c(NC(=O)COC(=O)c2c(C)noc2C)sc2c1CCC2	-11	-3	0.7	-4	-5
44	Cn1ncc2c(Nc3cccc([N+](=O)[O-])c3)ncnc21	-8	-12	1.1	13	5
45	CC(C)c1nc2c(s1)CCc1onc(-c3ccc(Cl)cc3)c1-2	3	-8	-0.2	7	1
46	COc1ccc(CCNC(=O)c2cccc(S(=O)(=O)N3CCCC3)c2)cc1	nt	nt	2.5	5	-7
47	COc1ccc(S(=O)(=O)NCc2ccc(F)cc2)cc1OC	-10	-13	12	-6	-2
48	NN(CCO)C(=S)Nc1ccc(Cl)cc1	-5	-4	0.5	-10	2
49	CCCCN(CCCC)Cc1ccc(C(=O)NNC(=O)Nc2ccccc2)o1	8	2	0.4	-6	1
50	O=C(CCC1CCCC1)NNC(=O)c1cccc(Cl)c1	-13	-7	0.8	0	-10

item	M1 ag	M1 antag	CHRM4 agonist	M1 PAM
41	1	-9	2	5
42	-7	-8	2	5
43	-2	-6	0	4
44	0	2	1	9
45	8	-6	-1	18
46	-8	-10	3	8
47	-5	-1	2	7
48	-1	-8	0	4
49	-7	-7	0	3
50	-4	3	4	1

Filtered by structure, those above with a cyano group
item	mol	CHO parental Ca	OXTR potentiate	M1 ag parental	CHO-K1 Ca antag	CHRM4 antagonist
2	COc1ccccc1CNC(=O)CSc1nc(N)c(C#N)c(-c2cccs2)c1C#N	-15	-8	3.1	-3	-3
8	N#C/C(=C\c1cn(Cc2ccc(F)cc2)c2ccccc12)C(=O)NCc1ccco1	1	-3	-0.3	-6	6

item	M1 ag	M1 antag	CHRM4 agonist	M1 PAM
2	-4	-12	10	-1
8	-8	-6	0	2

(further entries)
item	mol	CHO parental Ca	OXTR potentiate	M1 ag parental	CHO-K1 Ca antag	CHRM4 antagonist
51	Cc1nnc(N2C(=O)C(O)=C(C(=O)c3ccco3)C2c2cccc3ccccc23)s1 (stereo not given)	-14	-5	1.1	-3	-6
52	O=C(O)c1ccccc1SSc1ccccc1C(=O)O	0	-13	1.8	-15	4
53	O=C(O)Cc1cc(=O)[nH]n(-c2ccccc2)c1=O	nt	nt	0.4	10	1
54	O=C(CSc1nc2ccccc2c(=O)n1-c1ccccc1)NC(=O)CN1CCCC1=O	-12	-16	0.7	-15	-6
55	O=C(NCC1CC1)c1onc(CSc2ccncc2)c1C(=O)NCC1CC1	-16	-4	-0.2	-4	0
56	O=C(Oc1coc(CSc2ncccn2)cc1=O)c1ccc(Br)o1	-2	-3	0.5	-15	-3
57	COc1c(C)cc(S(=O)(=O)N2CCCC2)c(C)c1C	-10	-5	0.4	-17	6
58	Cn1cc([N+](=O)[O-])c(C(=O)Nc2sc3c(c2C#N)CCC3)n1	-6	-3	0.5	-2	0
59	COc1cccc(-c2cc(C(=O)N3CCN(c4ccc(F)cc4)CC3)no2)c1	-15	-4	0.1	1	-4
60	Cc1ccc(NC(=O)C2C3CCC(O3)C2C(=O)O)c(Br)c1 (stereo not given)	7	-2	1.0	-5	-4

item	M1 ag	M1 antag	CHRM4 agonist	M1 PAM
51	-1	-11	1	6
52	-2	1	0	2
53	2	-4	0	13
54	-1	-8	2	6
55	0	-11	0	17
56	-4	-10	1	9
57	-4	-14	-2	14
58	-2	-4	2	1
59	-3	-12	0	13
60	-3	-16	1	11

Record cards, as listed above.
O=C(NCC1CC1)c1onc(CSc2ccncc2)c1C(=O)NCC1CC1 is listed as CHO parental Ca = -16; OXTR potentiate = -4; M1 ag parental = -0.2; CHO-K1 Ca antag = -4; CHRM4 antagonist = 0; M1 ag = 0; M1 antag = -11; CHRM4 agonist = 0; M1 PAM = 17
Cc1ccc(NC(=O)C2C3CCC(O3)C2C(=O)O)c(Br)c1 (stereo not given) is listed as CHO parental Ca = 7; OXTR potentiate = -2; M1 ag parental = 1.0; CHO-K1 Ca antag = -5; CHRM4 antagonist = -4; M1 ag = -3; M1 antag = -16; CHRM4 agonist = 1; M1 PAM = 11
Cn1cc([N+](=O)[O-])c(C(=O)Nc2sc3c(c2C#N)CCC3)n1 is listed as CHO parental Ca = -6; OXTR potentiate = -3; M1 ag parental = 0.5; CHO-K1 Ca antag = -2; CHRM4 antagonist = 0; M1 ag = -2; M1 antag = -4; CHRM4 agonist = 2; M1 PAM = 1

Screens as filed in PubChem BioAssay.
